# Source: PubChem BioAssay (several laboratories)
# C8 TRAIL sens = caspase-8 TRAIL sensitization; NB7+C8 cells + TRAIL, ATPlite viability luminescence; inhibition (viability loss, TRAIL sensitization), % at 10 µM; actives 1% (n = 360,000);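 active = compounds causing at least 50% loss of cell viability in the single-dose screen, relative to plate controls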
# NCOA2 inhibitor = inhibits human steroid receptor coactivator 2; Q15596; HEK293 GAL4-SRC2 luciferase reporter, luminescence; inhibition, % at 9 µM; actives 0.17% (n = 370,000); AID 651957;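 active = inhibition above the mean inhibition of all tested compounds plus 3 SD, set per campaign, cut at about 52% in these data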;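 also: 0% = DMSO treated cells and 100% = cells given Gossypol at 36 µM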
# TROY NFkB inh = inhibitors of TROY-dependent NF-kB signaling | Q293 LMP1-TROYcd NF-kB luciferase reporter, 4 h | inhibition, % at 10 µM | actives 0.98% (n = 360,000);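 active = compounds whose plate-normalised and pattern-corrected inhibition of the luciferase reporter signal at the single screening dose is 50% or more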
# NOD2 RIPK2 PPI = NOD2-RIPK2 protein interaction inhibition. CHO BLA complementation NOD2-RIPK2, CCF4 ratio. O43353. inhibition, % at 4.98 µM. AID 624267. actives 0.38% (n = 360,000); in the data active = inhibition above about 21%;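 also: 0% = vehicle only and 100% = reference blocker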
# SRC3 inh = human NCOA3 inhibition; inhibition, % at 3.6 µM; Q9Y6Q9; AID 588352; actives 0.17% (n = 360,000); HEK293 GAL4-SRC3 luciferase reporter, luminescence;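 active = inhibition above a per-campaign cutoff, the mean of all compounds plus 3 SD, cut at about 60% in these data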;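 also: 0% = DMSO-treated cells and 100% = gossypol-treated cells at 36 µM; higher means less SRC3-driven luciferase light from the GAL4 reporter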
# TWEAK-Fn14 inh = inhibitors of TWEAK-Fn14 interaction signaling | TWEAK-stimulated Fn14 reporter cells, luciferase luminescence, 8 h | actives 2% (n = 360,000) | inhibition, % at 10 µM; in the data active = inhibition above about 50%
# NR5A2 inv ag = NR5A2 inverse agonism in reporter assay; HEK293T StAR-luciferase reporter, LRH-1 transfected, 24 h; O00482; inhibition, % at 3.6 µM; actives 0.13% (n = 360,000); AID 602396;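 active = inhibition above the mean inhibition of all tested compounds plus 3 SD, cut at about 73% in these data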;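 also: 0% = DMSO wells and 100% = reporter-only cells lacking LRH-1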
# NR2F2 inh = blocks human COUP-TFII nuclear receptor. actives 0.7% (n = 370,000). inhibition, % at 8.6 µM. HEK293T NGFI-A luciferase reporter, luminescence. P24468. AID 686940;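 active = inhibition above a per-plate cutoff, mean inhibition of test wells between control levels plus 3 SD, cut at about 38% in these data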;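 also: cells cotransfected with COUP-TFII expression vector driving the NGFI-A reporter; 0% = median of COUP-TF2 test wells and 100% = reporter-only cells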
# TLR9-MyD88 inh = blocks human TLR9 binding to MyD88; Q9NR96+Q99836; CHO BLA complementation TLR9-MyD88, CCF4 FRET ratio; inhibition, % at 4.98 µM; actives 0.21% (n = 340,000); AID 504734;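 active = inhibition above the mean over all tested compounds plus 3 SD, cut at about 21% in these data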;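 also: 0% = DMSO only wells and 100% = clavulanate BLA inhibitor control wells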
# NCOA1 inh = inhibits human SRC1 coactivator; Q15788; HEK293 GAL4-SRC1 luciferase reporter, luminescence; inhibition, % at 3.6 µM; actives 0.12% (n = 360,000); AID 588354;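 active = inhibition above the campaign mean plus 3 SD, with each screening campaign given its own cutoff, cut at about 60% in these data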;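 also: 0% = DMSO treated cells and 100% = gossypol at 36 µM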
# Target sequence (Q15788 whole entry, looked up, the tested form may be a part): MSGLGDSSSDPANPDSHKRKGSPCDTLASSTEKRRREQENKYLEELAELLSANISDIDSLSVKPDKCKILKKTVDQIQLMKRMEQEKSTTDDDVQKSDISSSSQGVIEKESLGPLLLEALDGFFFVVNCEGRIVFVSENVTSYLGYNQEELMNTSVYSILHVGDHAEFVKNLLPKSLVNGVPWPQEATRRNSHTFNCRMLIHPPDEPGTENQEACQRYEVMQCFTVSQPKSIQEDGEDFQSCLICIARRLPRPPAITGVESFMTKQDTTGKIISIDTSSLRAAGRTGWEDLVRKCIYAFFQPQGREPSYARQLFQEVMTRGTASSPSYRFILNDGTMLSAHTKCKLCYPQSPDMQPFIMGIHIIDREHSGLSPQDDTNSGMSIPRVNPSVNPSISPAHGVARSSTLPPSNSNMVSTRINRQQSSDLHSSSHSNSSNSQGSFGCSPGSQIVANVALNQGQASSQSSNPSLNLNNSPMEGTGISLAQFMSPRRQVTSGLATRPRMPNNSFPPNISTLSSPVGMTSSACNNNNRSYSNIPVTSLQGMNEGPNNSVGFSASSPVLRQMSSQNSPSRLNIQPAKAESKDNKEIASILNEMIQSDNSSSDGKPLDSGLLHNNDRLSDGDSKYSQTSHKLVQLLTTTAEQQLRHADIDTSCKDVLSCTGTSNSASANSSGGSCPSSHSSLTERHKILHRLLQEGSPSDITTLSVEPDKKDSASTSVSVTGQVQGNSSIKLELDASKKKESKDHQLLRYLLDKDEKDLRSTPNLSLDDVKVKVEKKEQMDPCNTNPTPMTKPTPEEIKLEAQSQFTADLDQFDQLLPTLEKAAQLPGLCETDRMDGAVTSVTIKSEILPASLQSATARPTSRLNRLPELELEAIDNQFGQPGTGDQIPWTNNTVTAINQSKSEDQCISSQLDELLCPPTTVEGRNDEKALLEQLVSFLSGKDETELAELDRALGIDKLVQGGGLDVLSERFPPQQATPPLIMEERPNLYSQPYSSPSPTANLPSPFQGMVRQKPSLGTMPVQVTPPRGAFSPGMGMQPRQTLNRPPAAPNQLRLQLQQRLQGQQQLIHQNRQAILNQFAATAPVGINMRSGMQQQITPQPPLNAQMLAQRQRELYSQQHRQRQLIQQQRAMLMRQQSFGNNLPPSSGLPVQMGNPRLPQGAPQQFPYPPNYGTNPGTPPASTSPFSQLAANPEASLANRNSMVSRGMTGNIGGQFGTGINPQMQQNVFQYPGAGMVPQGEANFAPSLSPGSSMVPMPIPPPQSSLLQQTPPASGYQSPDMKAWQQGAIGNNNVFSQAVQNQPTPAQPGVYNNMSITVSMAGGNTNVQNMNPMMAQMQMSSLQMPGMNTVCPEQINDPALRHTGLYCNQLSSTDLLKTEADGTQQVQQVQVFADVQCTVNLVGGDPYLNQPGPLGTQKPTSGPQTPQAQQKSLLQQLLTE
# LMP1 NFkB inh = inhibitors of Epstein-Barr LMP1-induced NF-kappaB reporter; LMP1-induced NF-kappaB luciferase reporter cells, luminescence; AID 504558; actives 0.69% (n = 350,000); inhibition, % at 12.5 µM; in the data active = inhibition above about 41%;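 also: 0% = neutral control wells and 100% = reference inhibitor control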
# * marks the source's active call; other numbers are inactive results; nt = no result given. This is a subset, so the mix of outcomes need not match the whole.
SMILES,C8 TRAIL sens,NCOA2 inhibitor,TROY NFkB inh,NOD2 RIPK2 PPI,SRC3 inh,TWEAK-Fn14 inh,NR5A2 inv ag,NR2F2 inh,TLR9-MyD88 inh,NCOA1 inh,LMP1 NFkB inh
CCc1ccc(NC(=O)C(C)Oc2nnc(-c3cccs3)c(-c3cccs3)n2)cc1 (configuration not stated),3.9,-34.2,25.9,9.2,4.5,9.4,21.4,2.1,-0.7,2.3,-8.7
O=C1Nc2ccccc2C(=O)N2CCCCC12 (configuration not stated),-13.3,-19.2,2.3,-1.9,3.8,-8.0,-3.6,3.9,3.8,-17.0,-23.7
O=C(O)c1cccc(CSc2nnc(-c3ccco3)o2)c1,-1.9,31.1,-3.9,-7.0,9.9,16.3,-8.3,18.8,5.7,-8.3,-7.3
COC(=O)C[C@H]1CC[C@@H](NC(=O)C2CC2)[C@@H](CO)O1,-2.6,-9.8,nt,-1.9,nt,nt,-5.0,-14.4,nt,nt,nt
COc1ccc(S(=O)(=O)N2CCN(C(=O)N3CCOCC3)C2C)cc1 (configuration not stated),-27.1,-15.8,9.6,-9.3,10.2,22.5,12.4,-6.3,2.1,-31.9,4.5
CCc1nc2ccccc2n1CC(O)COCC1CC=CCC1 (configuration not stated),4.5,3.3,-3.1,-7.3,0.0,9.3,14.1,7.7,7.6,-0.3,-13.3
O=C1CN(C(=O)COC(=O)/C=C/c2ccco2)c2ccccc2N1,-4.3,-2.1,-16.2,-4.1,-0.6,-9.9,13.5,2.4,3.7,-27.3,3.2
COc1cccc(NC(=O)Nc2nc(SC(C)(C)C)ns2)c1,28.8,4.0,40.6,-1.7,-22.6,76.5*,-20.9,2.4,8.9,-61.1,-4.5
COc1ccc(OC)c(NC(=O)C2CCN(c3nc(C)cc(C)n3)CC2)c1,-9.7,1.3,1.0,-1.0,-3.8,12.8,-8.0,17.0,1.6,9.3,-0.5
N#Cc1c2n(c3c(=O)n(Cc4ccc(Cl)cc4)cnc13)CCCC2,1.6,-17.4,-2.6,0.2,-3.5,-32.3,-17.2,6.5,-3.9,-5.8,-3.6
C=CCn1c(COc2ccc(CC)cc2)nnc1SCC(=O)N(C)C1CCS(=O)(=O)C1 (configuration not stated),-9.2,-39.8,-0.4,0.2,-24.3,-15.6,-3.5,15.7,0.0,5.7,-10.4
CCOC(=O)C1CCN(C(=S)Nc2cc(OC)c(OC)cc2C(=O)OC)CC1,-11.5,-14.8,2.3,-3.9,-3.8,4.6,-4.2,2.0,2.2,-0.5,7.2
COC(=O)c1c(-c2ccccc2)csc1NC1=NS(=O)(=O)c2ccccc21,73.5*,-27.3,-58.2,-10.6,-41.8,-20.2,-61.7,-26.5,-13.3,-68.3,-53.8
Nc1nc(=S)c2[nH]c(=S)[nH]c2[nH]1,0.0,3.8,7.0,6.3,-10.4,12.1,15.6,-5.9,0.3,-1.9,0.7
O=C1NC(Cc2ccccc2)C(=O)Nc2ccc(Br)cc21 (configuration not stated),-12.5,7.7,11.7,-8.8,20.7,23.0,2.1,13.1,-4.5,1.2,1.3
CC(C)C[C@H](NC(=O)CC[C@H]1O[C@@H](n2ccc(=O)[nH]c2=O)[C@H](O)[C@@H]1O)C(=O)O,-2.4,2.8,0.8,-1.4,6.0,-12.2,10.6,4.8,nt,6.6,nt
O=C(Nc1cccc(C(F)(F)F)c1)C(SCCO)c1ccccc1 (configuration not stated),-1.1,6.1,-4.9,4.3,22.5,-9.0,-6.6,22.5,-6.7,-9.0,-0.2
CN(CC(=O)NCc1ccco1)C(=O)C1CC(=O)N(c2ccc3c(c2)OCCO3)C1 (configuration not stated),-18.9,11.3,-0.6,-15.9,-10.2,8.5,-0.1,3.1,1.3,-7.1,3.0
COc1cccc(-c2nnn(CC(=O)Nc3ccc(C)cc3C)n2)c1OC,-18.2,9.0,10.2,-8.8,12.0,-0.3,12.8,3.2,0.6,-20.3,10.0
CCCn1cnc2c(SCCc3ccccc3)nc(N)nc21,-5.6,-24.7,-34.6,3.8,-65.4,-2.3,-70.8,-28.8,4.2,-56.9,-15.0
Cc1cccn2c(=O)c3cc(C(=O)NC4CCCCC4C)n(C)c3nc12 (configuration not stated),10.6,-1.5,-12.1,-14.9,-25.3,-1.4,-15.2,6.3,-4.4,11.9,-4.6
COc1ccc(Nc2nc(C(=O)N(CCO)Cc3ccccc3)cs2)cc1,0.3,3.1,2.4,-6.4,9.8,-1.5,1.9,-12.4,-1.5,-3.0,4.2
CN(C)C(CNC(=O)CCc1c[nH]c2ccccc12)c1ccccc1 (configuration not stated),-3.4,-4.1,-12.7,-1.4,4.5,-4.0,2.6,4.9,-1.4,13.1,-13.3
CCCn1c(N)[n+](CC(=O)c2ccco2)c2ccccc21,27.6,-3.7,-9.2,-10.5,19.4,-3.1,-3.0,5.5,5.8,-1.7,-4.1
O=C(Nc1nccs1)C(Br)C(Br)c1ccccc1 (configuration not stated),39.1,-22.8,-21.6,1.6,-103.0,28.5,-133.7,-35.0,-8.0,-105.6,-8.8
COC(=O)CCC(=O)OC1(C)C(=O)C2=CN(c3ccccc3)C(c3ccc(OC)cc3)=CC2=C(Br)C1=O (configuration not stated),11.0,-23.6,-17.4,9.7,-4.3,13.9,-12.1,-3.3,1.5,2.7,7.0
COc1ccc(S(=O)(=O)Nc2cccc(C)n2)c2ccccc12,-1.1,-24.5,19.4,-3.4,-11.9,-0.3,2.2,-9.4,-4.1,-11.9,-8.2
CSCCC(NC(=O)c1ccccc1)C(=O)NCCc1ccccc1 (configuration not stated),-8.0,13.0,-10.3,-4.6,-8.5,28.3,-1.4,7.5,3.9,-6.4,-5.4
O=c1[nH]cnc2c1sc(=S)n2-c1ccccc1,-4.3,8.4,12.8,-9.4,0.1,-2.3,5.5,-8.8,-0.5,-15.1,0.1
CC(=O)c1cccc(NS(=O)(=O)c2cc(OCC(N)=O)c(C)cc2Cl)c1,2.8,-3.1,4.6,-4.5,-0.4,10.3,26.6,-2.9,-3.5,-5.8,4.5
CC(OC(=O)CC1Sc2ccccc2NC1=O)C(=O)NC1CCCC1 (configuration not stated),-17.7,-6.7,8.4,-3.7,-8.0,5.9,6.7,-7.4,18.6,-9.6,15.1
CCOC(=O)c1c(C)[nH]c(C)c1S(=O)(=O)Nc1ccc(CN2CCCCC2)cc1,-45.3,-20.8,5.3,0.5,15.5,-7.5,-1.5,-13.1,-1.7,-2.7,-2.4
CCc1cccc(NC(=O)CSCc2nc3sc(C)c(C)c3c(=O)[nH]2)c1,9.9,-37.4,10.6,-9.7,-42.6,-3.3,-6.1,6.2,4.2,-4.3,2.7
Cc1ccc2[nH]c(=O)c(C3C(C#N)=C(N)Oc4c3ccc3cccnc43)cc2c1 (configuration not stated),9.0,-42.7,9.4,-10.2,-5.7,5.2,-23.8,-3.8,0.3,-14.8,21.5
Cc1ccc(CN2CCN(C3CCCC3)C(CCO)C2)s1 (configuration not stated),-4.4,6.4,-3.4,-7.9,5.0,18.8,2.7,12.6,-2.9,4.2,-10.5
COCCOC(=O)C1=C(C)NC(=O)NC1c1cc2c(cc1Br)OCO2 (configuration not stated),7.9,-11.1,-7.8,-2.8,-3.7,1.9,-6.4,9.3,-4.5,2.3,0.8
Cc1ccc2nc(N(CCN(C)C)C(=O)c3ccc4ccccc4c3)sc2c1,-9.2,nt,-34.2,-8.0,-2.6,-29.5,-5.3,nt,-0.5,-9.9,0.1
Oc1oc(-c2ccccc2)nc1C=Nc1ccccc1,-9.6,-5.6,-42.4,3.8,-20.4,-23.1,-64.2,-24.4,-5.8,-36.6,-12.5
COc1ccc(-n2c(C)nc(N)c2C(=O)c2ccccc2)cc1,6.0,16.8,13.1,4.7,13.6,0.2,8.5,-5.3,-9.8,3.8,-1.2
Cc1ccc(-c2nc(N)sc2CC(=O)OCC(=O)NCC2CCCO2)cc1 (configuration not stated),7.1,5.1,1.5,-6.1,5.2,-0.7,-13.2,6.2,1.6,11.7,4.8
O=C(/C=C/c1ccco1)c1ccccc1O,6.7,-3.4,-30.1,-7.4,-23.7,-12.8,0.4,1.4,-8.8,-20.0,4.9
Fc1ccc2[nH]c3c(c2c1)CN(C(=S)NCc1ccccc1)CC3,30.7,4.2,-0.3,7.9,9.0,-9.1,-18.8,6.3,4.4,10.4,5.6
CCCSc1nnc(Cn2c(=O)sc3ccccc32)n1C,-10.5,15.8,-5.8,-18.0,-0.7,-3.6,-9.2,-20.5,2.5,-13.2,6.9
Cc1ccc(C=Nc2ccccc2C(N)=O)s1,-1.8,-43.7,-25.2,-2.4,-37.9,11.9,-28.9,-34.9,3.0,-65.7,9.7
COC(=O)c1ccccc1NC(=O)N1CCN(C/C=C/c2ccccc2)CC1,-8.9,5.0,0.2,-6.3,7.9,-3.5,15.3,8.2,2.9,-3.2,2.6
O=C(NCCCN1CCOCC1)c1ccc(Br)cc1,-0.5,-48.7,-21.8,-8.3,-11.1,-21.9,-6.9,-14.0,0.5,-10.1,-8.2
O=C(CN(CC1CCCO1)C(=O)CNS(=O)(=O)c1ccc(F)cc1)NCc1ccccc1 (configuration not stated),-4.0,-7.1,7.7,2.6,8.8,16.6,18.7,9.3,-3.3,8.0,3.3
CCCOC(=O)Cn1cnc2scc(-c3ccc(OC)cc3)c2c1=O,-9.0,9.6,7.4,1.4,5.6,-10.6,-4.9,-6.1,-1.0,-1.5,-0.2

# Full records, quoted from the list. Order of screens: C8 TRAIL sens | NCOA2 inhibitor | TROY NFkB inh | NOD2 RIPK2 PPI | SRC3 inh | TWEAK-Fn14 inh | NR5A2 inv ag | NR2F2 inh | TLR9-MyD88 inh | NCOA1 inh | LMP1 NFkB inh
# Oc1oc(-c2ccccc2)nc1C=Nc1ccccc1 in the list: -9.6 | -5.6 | -42.4 | 3.8 | -20.4 | -23.1 | -64.2 | -24.4 | -5.8 | -36.6 | -12.5
# Cc1ccc(C=Nc2ccccc2C(N)=O)s1 in the list: -1.8 | -43.7 | -25.2 | -2.4 | -37.9 | 11.9 | -28.9 | -34.9 | 3.0 | -65.7 | 9.7
# CCCOC(=O)Cn1cnc2scc(-c3ccc(OC)cc3)c2c1=O in the list: -9.0 | 9.6 | 7.4 | 1.4 | 5.6 | -10.6 | -4.9 | -6.1 | -1.0 | -1.5 | -0.2

# (cont.)
SMILES,C8 TRAIL sens,NCOA2 inhibitor,TROY NFkB inh,NOD2 RIPK2 PPI,SRC3 inh,TWEAK-Fn14 inh,NR5A2 inv ag,NR2F2 inh,TLR9-MyD88 inh,NCOA1 inh,LMP1 NFkB inh
COc1ccc(C(=O)N(Cc2sccc2C)C2CCS(=O)(=O)C2)cc1 (configuration not stated),-6.5,-9.6,15.3,-2.6,-6.5,7.0,24.8,-8.5,-2.7,3.7,-0.9
CC(=O)Oc1cccc(Nc2ncnc3ccccc23)c1,-21.4,-8.9,-4.5,1.0,8.0,5.6,4.5,8.4,2.0,14.6,-1.0
c1ccc(COc2ccccc2CNc2nn[nH]n2)cc1,0.5,13.1,-11.8,1.9,-6.4,-5.0,-20.3,-4.0,3.1,6.5,10.0
COc1cc(NC(=O)CN2C(=O)COc3ccccc32)cc(OC)c1,2.5,-48.1,-16.3,12.4,4.8,22.6,-9.9,-22.0,-9.5,6.7,-0.2
